High-throughput results from PubChem BioAssay.
KAT2A inh = blocks human GCN5L2 histone acetyltransferase; Potency, µM (doses to about 58.9 µM), inactives show top-dose activity change, negative = inhibition, actives largely listed as inhibitors; 390,000 tested, 0.21% active; GCN5L2 HAT assay, ThioGlo1 CoA-SH fluorescence; Q92830
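Fluorescence readout, Ex340nm/Em540nm: ThioGlo1 (50uM final) reacts with free CoA thiol released as 20nM GCN5L2 acetylates H3(1-25) peptide (75uM) using acetyl-CoA (70uM). Compound and enzyme sat 15 min beforehand; 20 min room-temperature reaction.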
TDP1 block = TDP1 (human) enzyme inhibition. Q9NUW8. recombinant TDP1, AlphaScreen DNA substrate cleavage. Potency, µM (doses to about 130 µM), inactives show top-dose activity change, negative = inhibition, actives largely listed as inhibitors. 350,000 tested, 0.28% active; also: nearly all actives have a fitted effect of over 40% in size
Target sequence (Q9NUW8 whole entry, looked up): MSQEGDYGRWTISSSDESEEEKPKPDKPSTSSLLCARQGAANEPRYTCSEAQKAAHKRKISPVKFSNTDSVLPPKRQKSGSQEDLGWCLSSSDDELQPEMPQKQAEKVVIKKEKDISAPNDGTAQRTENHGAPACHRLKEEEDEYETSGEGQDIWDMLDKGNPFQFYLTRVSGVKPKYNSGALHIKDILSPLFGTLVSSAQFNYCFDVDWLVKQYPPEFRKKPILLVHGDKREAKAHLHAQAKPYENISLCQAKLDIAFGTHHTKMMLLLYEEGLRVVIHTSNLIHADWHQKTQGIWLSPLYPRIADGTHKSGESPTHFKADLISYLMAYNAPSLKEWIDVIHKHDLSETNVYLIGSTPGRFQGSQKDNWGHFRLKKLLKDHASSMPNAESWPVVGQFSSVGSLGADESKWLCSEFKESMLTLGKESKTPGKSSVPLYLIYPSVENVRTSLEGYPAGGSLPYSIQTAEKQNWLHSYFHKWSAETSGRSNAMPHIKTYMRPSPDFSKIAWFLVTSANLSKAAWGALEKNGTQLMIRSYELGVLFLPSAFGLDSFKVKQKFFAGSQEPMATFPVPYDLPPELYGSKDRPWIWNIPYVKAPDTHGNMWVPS
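Recombinant human Tdp1 (E. coli-expressed, 1 nM final) preincubated with compounds 15 min at room temperature, then 5'-biotin/3'-phosphotyrosine-FITC DNA substrate (15 nM final) added for 5 min. AlphaScreen beads (10 ug/ml final) added 10 min; cleavage lowers signal.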
TDP1 cell noCPT = qHTS for Inhibitors of human tyrosyl-DNA phosphodiesterase 1 (TDP1): qHTS in cells in absence of CPT; 420,000 tested, 15% active; Potency, µM (titrated, usually from 46.2 µM), without a hit: top-dose activity change, negative = growth inhibition, usual class: inhibitors; AID 686978, 2013; DT40 Tdp1-/- hTDP1 cells, no CPT, ATP luminescence, 48 h; also: nearly all actives have a fitted effect of over 55% in size
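Chicken DT40 Tdp1-/- cells stably complemented with human TDP1 were seeded at 400 cells/well with DMSO in place of 20 nM camptothecin. After compound pinning, cells grew at least 48 hr at 37 °C; viability read by CellTiter-Glo luminescence.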
* hit, by the source's call; u = inconclusive; x = not tested or not shown; [ ] = remark or other dose. Calls follow the shape of the dose curve; as a rule, active = well fitted curve in the direction sought with a large enough effect; inconclusive = small, poorly fitted or top-dose-only effect, or another doubt; inactive = no such curve, though single readings can be large; an effect the other way counts as inactive or inconclusive. % is scaled to controls: 0 for no effect and ±100 for the full control effect; potency is read from the fitted curve at half-maximal effect.

Each structure is followed by: KAT2A inh	TDP1 block	TDP1 cell noCPT
- COc1ccccc1-n1c(SCC(=O)Nc2cccc(S(N)(=O)=O)c2)nc2ccccc2c1=O
    8%	8%	-15%
- CCOc1ccc(C(=O)C[n+]2cccc3cc(C)ccc32)cc1
    -6%	x	u
- COc1ccccc1NC(=O)c1cc(-c2ccc(C)o2)nc2ccccc12
    0%	5%[0.0935 µM]	u
- COc1ccc(/C(C)=N/NC(=O)CNC(=O)CCc2ccccc2)c(OC)c1
    -11%	0%	18µM*
- CCN(CC)S(=O)(=O)c1ccc(NC(=O)c2cccs2)cc1
    9%	0%	u
- CC1CC(C)CN(S(=O)(=O)c2cc3c4c(c2)C(C)C(=O)N4CCC3)C1 (centres undefined)
    0%	6%	8%
- COc1ccc([N+](=O)[O-])cc1CSc1nnc(NC(C)=O)s1
    -3%	-3%	-8%
- O=C(CN1C2=NCCN2c2ccccc21)C12CC3CC(CC(C3)C1)C2
    -6%	-1%	16µM*
- CC1(C)CC(=O)C=C(NCCN2CCN(C(=S)Nc3ccc(F)cc3)CC2)C1
    -2%	-3%	-8%
- CC(C)c1ccc(N(CC(=O)NN=C2CCN(C)CC2)S(=O)(=O)c2ccccc2)cc1
    -5%	6%	u
- COc1ccc(OC)c(/C=C/C(=O)N(C)CC(=O)Nc2cc(C)ccc2C)c1
    u	0%	u
- CCOc1ccc(NC(=O)c2ccc(S(=O)(=O)N(C)C)cc2)cc1
    -19%	2%	-21%
- COc1ccc(-c2cc(C)no2)cc1S(=O)(=O)N(C)Cc1ccco1
    -13%	6%	u
- COc1ccc(-c2n[nH]c(C)c2-c2cnn(-c3ccccc3)c2)c(O)c1
    -6%	16%[56.1 µM]	6%
- Cc1nnc(SCC(=O)Nc2ccc(F)cc2F)n(N)c1=O
    -10%	2%	-7%
- Cc1nn(Cc2ccc(Cl)cc2)c(C)c1NC(=O)Cn1nc([N+](=O)[O-])c(Cl)c1C
    1%	-1%	u
- CC(C)(C)c1ccc(S(=O)(=O)N2CCN(C3CCCC3)CC2)cc1
    -3%	4%	u
- CSCCC(NS(=O)(=O)c1ccc(C)cc1)C(=O)N1CCN(C(c2ccccc2)c2ccccc2)CC1 (centres undefined)
    -25%	x	u
- O=S(=O)(c1ccccc1)c1nc(-c2cccs2)oc1NCCCn1ccnc1
    -5%	8%	-16%
- Cc1nc2sc(C(c3cccs3)N3CCN(Cc4ccccc4)CC3)c(O)n2n1 (centres undefined)
    -17%	x	-4%
- CSc1ccccc1C(=O)NCCOc1ccccc1C
    3%	-3%	u
- COc1ccc(NC(=S)N2CCC(NC(=O)c3ccc(OC)cc3)CC2)cc1
    -15%	13%	-29%
- Cc1sc2ncnc(SCC(=O)N3CCCC(C(F)(F)F)C3)c2c1C (centres undefined)
    -32%	2%[56.1 µM]	-6%
- COc1ccc(CCNC(=O)c2sc3nc4n(c(=O)c3c2C)CCC4)cc1
    2%	x	u
- O=C(C1CCCN(S(=O)(=O)c2cccs2)C1)N1CCN(c2cccc(Cl)c2)CC1 (centres undefined)
    -8%	2%	15µM*
- O=C(Nc1ccccc1)/C(=C/c1cccnc1)NC(=O)c1ccccc1
    -9%	5%	6%
- COc1cc(Cl)c(C)cc1NC(=O)COc1cc(C)nc(C(C)C)n1
    -4%	6%	u
- CCOc1ccccc1/C=C/c1onc(C)c1S(=O)(=O)N1CCC(C(=O)N2CCCCC2)CC1
    -3%	2%	21µM*
- O=C(NC(=S)NC1CCCC1)c1ccccc1
    -7%	3%	-5%
- Cc1ccnc(NC(=O)COc2ccc3oc4c(c3c2)CCCC4)c1
    -10%	-1%	12µM*
- COCCNC(=O)c1ccccc1NC(=O)c1ccccc1N(C)S(=O)(=O)c1ccccc1
    -7%	5%	-26%
- CCOC(=O)CC1C(=O)NCCN1S(=O)(=O)c1ccc(F)cc1 (centres undefined)
    -6%	-2%	9%
- COc1ccccc1NC(=O)CSc1nnc(Cc2cc(=O)[nH]c(=O)[nH]2)n1-c1ccccc1
    -9%	-1%	-1%
- Cc1ccc(C(=O)OCC(=O)Nc2ccc3c(c2)OCO3)cc1S(=O)(=O)N1CCOCC1
    -3%	8%	-9%
- O=C(c1cnc2ccccn2c1=O)N1CCCc2ccccc21
    -6%	-5%	-6%
- CN(C)C(/C=C/Nc1cccc(Br)c1)=C(C#N)C#N
    -19%	x	-15%
- CCOC(=O)C1CCN(C(=O)C2CC(=O)N(c3ccc4c(c3)OCCO4)C2)CC1 (centres undefined)
    -1%	3%	19%
- COC(=O)c1ccc(-c2nc(CN3CCC(C(=O)N4CCOCC4)CC3)c(C)o2)cc1
    -11%	3%	3%
- CCC(=O)N1CCc2cc(Br)cc(S(=O)(=O)NCCCN(CC)Cc3ccccc3)c21
    -2%	0%	-16%
- COc1ccccc1NC(=O)c1c(N=Cc2cccc([N+](=O)[O-])c2)cnn1C
    -14%	3%	-27%
- Cc1onc(-c2ccccc2)c1C(=O)Nc1ccc(Cl)c(S(=O)(=O)N2CCOCC2)c1
    -2%	0%[56.1 µM]	0%
- CCc1noc(C)c1C(=O)OCC(=O)N1CCc2ccccc21
    -6%	-2%	2.3µM*
- N#Cc1cccc(C(=O)OCC(=O)c2ccc3c(c2)NC(=O)CO3)c1
    -2%	-3%[0.505 µM]	1%
- COc1cc(/C=C/C(=O)c2c(O)cc(C)oc2=O)ccc1O
    x	1%	-3%[9.04 µM]
- CC(C)(C)c1ccc(C(=O)Nc2sc3c(c2C#N)CCC(C(C)(C)C)C3)cc1 (centres undefined)
    -6%	-1%	-20%
- COc1cccc(C2CC(=O)Nc3c2c(=O)n(C)c2ncnn32)c1OC (centres undefined)
    -3%	6%	x
- CN(CCc1ccccn1)C(=O)Nc1ccc(C(C)(C)C)cc1
    -5%	8%	u
- CN1CC[n+]2cnc3ccccc3c21
    -19%	7%	7%
- C=CCc1cc(C=O)cc(OC)c1OCc1ccc(Cl)cc1
    3%	-4%	18µM*
- CCn1c(CCl)nc2cc(S(=O)(=O)N3CCOCC3)ccc21
    0%	1%	2.9µM*
- COc1cc2ncnc(NCc3cc(F)ccc3F)c2cc1OC
    0%	x	u
- COc1ccccc1CNc1ncnc2ccc(-c3ccc4c(c3)OCO4)cc12
    -13%	x	-26%
- C=CCn1c(SCC(=O)NCCO)nc2sc(C)c(C)c2c1=O
    -5%	5%	-8%
- CC1CCN(C(=O)c2ncn(Cc3ccccc3)c2C(=O)N2CCC(C)CC2)CC1
    2%	0%	u
- CCN(CCNC(=O)Nc1ccc(Cl)cc1)c1ccccc1
    -4%	0%	u
- CC(C)(C)C(=O)NC(n1cnc2c(N3CCOCC3)ncnc21)C(Cl)(Cl)Cl (centres undefined)
    0%	x	-19%
- COc1cccc(-c2c(-c3cc(OC)cc(OC)c3)n(C)c3ccc(-c4ccc5cc[nH]c5c4)cc23)c1
    0%	4%	u
- O=C(COc1ccccc1F)Nc1nnc(C2CCCC2)s1
    -36%	3%	-12%
- N#Cc1ccccc1NC(=O)COC(=O)/C=C/c1ccc(S(=O)(=O)N2CCOCC2)cc1
    0%	-3%	-8%
- O=C1CC(C(=O)N2CCOCC2)C2(CCCCC2)O1 (centres undefined)
    0%	2%	-11%

Of the compounds above, these have an aryl thioether with sulfur outside any ring.
Each structure is followed by: KAT2A inh	TDP1 block	TDP1 cell noCPT
- COc1ccccc1-n1c(SCC(=O)Nc2cccc(S(N)(=O)=O)c2)nc2ccccc2c1=O
    8%	8%	-15%
- COc1ccc([N+](=O)[O-])cc1CSc1nnc(NC(C)=O)s1
    -3%	-3%	-8%
- Cc1nnc(SCC(=O)Nc2ccc(F)cc2F)n(N)c1=O
    -10%	2%	-7%
- CSc1ccccc1C(=O)NCCOc1ccccc1C
    3%	-3%	u
- Cc1sc2ncnc(SCC(=O)N3CCCC(C(F)(F)F)C3)c2c1C (centres undefined)
    -32%	2%[56.1 µM]	-6%
- COc1ccccc1NC(=O)CSc1nnc(Cc2cc(=O)[nH]c(=O)[nH]2)n1-c1ccccc1
    -9%	-1%	-1%
- C=CCn1c(SCC(=O)NCCO)nc2sc(C)c(C)c2c1=O
    -5%	5%	-8%

Remaining list, next part
Each structure is followed by: KAT2A inh	TDP1 block	TDP1 cell noCPT
- O=C(NCC(O)c1ccc([N+](=O)[O-])cc1)c1cccc(S(=O)(=O)N2CCOCC2)c1 (centres undefined)
    -14%	4%	u
- CCC(NC(=O)OC(C)(C)C)C(=O)Oc1ccc2c3c(c(=O)oc2c1)CCC3 (centres undefined)
    -8%	2%	u
- CNc1nc(C(=O)O)nc(N2CCOCC2)n1
    -3%	2%	-21%
- CN(c1ccccc1)S(=O)(=O)c1cccc(C(=O)Nc2nn[nH]n2)c1
    -1%	0%	1%
- CCOC(=O)c1ccccc1NC(=O)CSc1nc2ccccc2n1CC(=O)N1CCCC1
    -5%	-2%	-19%
- CC(Oc1ccccc1)C(=O)Nc1ccc(S(=O)(=O)NCC2CCCO2)cc1 (centres undefined)
    -13%	2%	u
- O=C(NC(=S)Nc1ccccc1)c1ccc(Br)o1
    -11%	-3%	-20%
- COC(=O)c1c(NC(=O)CN(C)CC(=O)Nc2ccc(C)cc2)sc2c1CCC(C)C2 (centres undefined)
    -4%	3%	u
- Cc1ccc(C)c(OCCC(=O)OCC(=O)NC(=O)NCc2ccccc2)c1
    -2%	-2%	u
- Cc1cc(=O)oc2cc3c(cc12)OCO3
    -10%	x	-17%
- CCc1nc2nc(C)cc(Nc3ccc(OC)cc3OC)n2n1
    -7%	0%[12.3 µM]	-21%
- Cc1cc([N+](=O)[O-])nn1CC(=O)NC1CCCCC1
    -1%	x	-10%
- COc1ccc(C(CNC(=O)c2cccc(S(=O)(=O)Nc3ccc(C)cc3)c2)N2CCOCC2)cc1 (centres undefined)
    -1%	8%	u
- CCCCC(=O)N1CCCC(c2nc3c(nnn3Cc3cc(C)ccc3C)c(=O)[nH]2)C1 (centres undefined)
    -1%	7%	-9%
- CCOC(=O)C(C)C1(O)c2ccccc2-c2ncccc21 (centres undefined)
    -20%	6%	-11%
- O=C(CN1CCN(c2ncccn2)CC1)NCc1ccccc1
    -4%	-2%	-5%
- COC(=O)c1ccc(NC(=O)c2ccccc2SC)cc1
    -5%	5%	-11%
- CC1CCN(C(C(=O)O)c2ccccc2)CC1 (centres undefined)
    -17%	4%	-8%
- O=C(Nc1cc(Cl)cc(Cl)c1)Nc1cnccn1
    -7%	0%	16µM*
- COCCNC(=O)/C(C#N)=C/c1ccc(N2CCOCC2)o1
    3%	5%	5%
- CCCCn1c(/N=C/c2cc(OC)ccc2O)nc2ccccc21
    -4%	5%	u
- CSc1ccccc1OCc1cc(C(=O)N2CCC(c3ccncc3)CC2)no1
    -8%	7%	x
- COC(=O)NCC(c1cccnc1)N1CCN(c2ccc(F)cc2)CC1 (centres undefined)
    -12%	1%	-16%
- Cc1ccc2[nH]cc(C(=O)CN3CCOCC3)c2c1
    -3%	2%	u
- Cc1ccc(S(=O)(=O)N(Cc2cccnc2)Cc2cc3ccccc3[nH]c2=O)cc1
    -1%	x	u
- O=C(Nn1c(-c2ccccc2)nc2ccccc2c1=O)c1ccco1
    -10%	-9%	1%
- COc1ccc(OCc2nnc(-c3ccccc3)o2)cc1
    -8%	0%	-12%
- O=C(CCS(=O)(=O)Cc1ccccc1)NC1CCCCC1
    -2%	-1%	-9%
- Cc1nc(-c2ccc(F)cc2)sc1CCNC(=O)c1ccccc1
    -2%	4%	23µM*
- CCN(CC)C(=O)Cn1cc(C(=O)C(=O)NCCCn2ccnc2)c2ccccc21
    -4%	5%	-3%
- CN(C(=O)CSc1nnc(C(F)(F)F)n1N)C1CCS(=O)(=O)C1 (centres undefined)
    -1%	x	-25%
- CN(c1ccccc1)S(=O)(=O)c1ccc(C(=O)NCc2ccco2)cc1
    -2%	-10%	16µM*
- O=C(O)C1CC(=O)N(c2ccc(OCc3ccccc3Cl)cc2)C1 (centres undefined)
    -6%	9%	-3%
- COc1ccc2nc(Nc3nc(-c4cc5ccccc5oc4=O)cs3)sc2c1
    -2%	4%	12µM*
- COc1cc(Nc2ncnc(N)n2)cc(OC)c1
    15%	x	-17%
- CC(C)CC(=O)NCc1ccc2[nH]c3c(c2c1)CCCC3
    -6%	-1%	-20%
- CN1CCN(c2ccc(NC(=O)c3ccco3)cc2Cl)CC1
    -2%	3%	2%

The list is partial; the hit share may differ from the screen's.
